NPY Y1 blocker – NPY-Y1 receptor antagonists, primary screen, cell-based | AID 1040, 2008 | 200,000 compounds, 1% hits | inhibition, % at 3.6 µM | HEK293-CNG Y1 cells, membrane potential fluorescence; NPY at EC95, then isoproterenol;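 active means inhibition above the campaign mean inhibition of all tested compounds plus 3 SD, cut at about 20% in these data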;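 further: 0% = DMSO wells given NPY plus isoproterenol and 100% = isoproterenol alone without NPY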
Target sequence (P25929 whole entry, looked up): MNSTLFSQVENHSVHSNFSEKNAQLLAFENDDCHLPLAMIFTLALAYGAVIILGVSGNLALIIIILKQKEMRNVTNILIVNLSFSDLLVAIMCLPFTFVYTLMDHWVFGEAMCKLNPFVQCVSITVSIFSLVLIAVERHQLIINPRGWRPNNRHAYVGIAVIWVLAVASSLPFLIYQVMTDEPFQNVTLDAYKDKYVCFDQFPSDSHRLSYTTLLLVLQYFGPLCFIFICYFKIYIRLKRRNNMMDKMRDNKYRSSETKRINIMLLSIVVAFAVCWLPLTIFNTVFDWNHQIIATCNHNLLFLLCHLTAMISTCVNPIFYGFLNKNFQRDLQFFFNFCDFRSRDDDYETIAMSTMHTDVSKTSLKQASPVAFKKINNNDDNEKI
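Material: HEK293 Y1/CNG channel cell line | Also added: NPY (25 nM), isoproterenol (1 µM), Ro 20-1724 (25 µM) | Compound: One concentration, 3.6 µM, in 0.4% DMSO | Schedule: 3 h dye uptake, 1 h room-temperature compound, 45 min post-isoproterenol | Signal: Membrane-potential fluorescent dye readout | Read-out: % inhibition of NPY effect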
14-3-3 Bad inh – inhibitors of 14-3-3 zeta/Bad binding, primary screen, biochemical, TR-FRET, bovine 14-3-3 zeta | 220,000 compounds, 0.71% hits | 14-3-3 protein zeta/delta (Bos taurus), P63103 | inhibition, % at 21.7 µM | AID 781, 2007 | TR-FRET 14-3-3zeta/Dy647-pBad peptide displacement, 1 h;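 active means inhibition above about 70%, limit read from the data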;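 further: 0% = full 14-3-3 plus peptide FRET controls and 100% = background without 14-3-3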
zfTRPN1 agonist – zebrafish TRPN1 channel agonists, primary screen, cell-based, HEK293, calcium fluorescence; activation, % at 3 µM; HEK293 zebrafish TRPN1-YFP, Fluo-8 calcium fluorescence; 100% = response to 87 µM carbachol; 220,000 compounds, 0.18% hits;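 active means activation above its plate's cutoff, the mean activation of test wells on that plate plus 3 SD, cut at about 19% in these data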;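 further: 0% = DMSO alone and 100% = 87 µM carbachol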
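System: zebrafish TRPN1-YFP in HEK293 cells / Dosing: 3 µM single point / Timing: dye loading 1 h at 37 °C, then 30 min room temperature / Signal: Fluo-8 calcium fluorescence, excitation 470-495 nm, emission 515-575 nm / Read-out basis: percent activation from peak over basal fluorescence ratio, control-normalized / Control set: high carbachol 87 µM, low DMSO alone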
EP2 mod – EP2 receptor modulators, cAMP readout, primary screen, cell-based, HTRF cAMP, PGE2 stimulation. Prostaglandin E2 receptor EP2 subtype (Homo sapiens), P43116. EP2-expressing cells, cAMP HTRF FRET, PGE2 co-stimulation. induction, % at 25 µM. 260,000 compounds, 0.83% hits. AID 940, 2007;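 active means compounds whose cAMP rise, as percent of the full-agonist control response, exceeds 60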;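 further: rat C6 glioma line stably carrying human EP2 under a CMV promoter; the protocol text gives 20 µM as final concentration; 100% = response of wells given 1 µM PGE2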
EP2 antag – human EP2 receptor antagonists, primary screen, TR-FRET cAMP, C6 glioma cells; Prostaglandin E2 receptor EP2 subtype (Homo sapiens), P43116; C6 glioma cells expressing human EP2; cells stimulated with saturating PGE2; inhibition, % at 25 µM; 260,000 compounds, 0.52% hits; AID 1422, 2008;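 active means percent inhibition above 40 after rounding to a whole number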;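 further: rat C6 glioma host cells with rolipram phosphodiesterase inhibitor present; the protocol text gives 20 µM as final concentration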
TRPML3 agonist – human TRPML3 channel agonists, primary screen, cell-based, HEK293 TRPML3-YFP, Fluo-8 calcium fluorescence, 3 µM; 100% = the carbachol control signal; activation, % at 3 µM; 220,000 compounds, 0.29% hits;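 active means activation above its plate's cutoff, the mean activation of the plate's test wells plus 3 SD, cut at about 12% in these data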;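 further: 0% = DMSO only wells and 100% = carbachol wells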
Target sequence (Q8TDD5 whole entry, looked up): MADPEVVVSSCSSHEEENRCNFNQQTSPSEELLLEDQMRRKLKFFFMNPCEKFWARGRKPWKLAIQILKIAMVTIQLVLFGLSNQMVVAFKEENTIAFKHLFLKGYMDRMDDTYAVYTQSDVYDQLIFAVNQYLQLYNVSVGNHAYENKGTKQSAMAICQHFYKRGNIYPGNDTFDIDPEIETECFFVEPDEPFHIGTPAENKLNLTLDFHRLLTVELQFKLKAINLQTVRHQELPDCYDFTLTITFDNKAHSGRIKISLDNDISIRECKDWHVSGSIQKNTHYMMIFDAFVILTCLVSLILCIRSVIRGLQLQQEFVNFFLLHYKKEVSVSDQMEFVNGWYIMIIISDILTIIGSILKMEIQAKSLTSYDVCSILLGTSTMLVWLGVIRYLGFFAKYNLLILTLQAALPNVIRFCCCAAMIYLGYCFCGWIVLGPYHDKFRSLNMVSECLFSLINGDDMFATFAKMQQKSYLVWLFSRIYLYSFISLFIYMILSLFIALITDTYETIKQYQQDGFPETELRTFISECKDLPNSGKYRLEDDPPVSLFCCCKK
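Test system – HEK293 line with stable expression of human TRPML3-YFP channel · Control set – carbachol 87 µM final as high control (100%), DMSO as low control (0%) · Signal – Fluo-8 calcium dye fluorescence, ex 470-495, em 515-575 nm · Incubation – 1-h 37 °C dye load, 5-s basal, 120-s post-compound reads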
NPY-Y1 PAM-ag – NPY-Y1 receptor potentiators or agonists, primary screen, cell-based. NPY-Y1 expressing cells, potentiator/agonist activation. 220,000 compounds, 0.37% hits. activation, % at 3.6 µM. AID 1304, 2008. Neuropeptide Y receptor type 1 (Homo sapiens), P25929; in the data active means activation above about 33%, passing the limit was not always enough;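 further: cells stimulated with NPY at EC10 then isoproterenol at EC100; 0% = low agonist plus stimulus and 100% = saturating agonist plus stimulus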
CHOP inh – inhibitors of CHOP promoter induction, primary screen, cell-based, unfolded protein response, luciferase reporter; CHO-K1 CHOP-promoter luciferase, tunicamycin-induced, 15-18 h; inhibition, % at 10 µM; 220,000 compounds, 3.8% hits;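 active means compounds that reduced the stress-induced luciferase reporter signal by more than about 70% of percent inhibition, limit read from the data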;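 further: 0% = tunicamycin plus vehicle and 100% = wells without tunicamycin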
PPC-1+TRAIL kill – compounds killing PPC-1 cancer cells with TRAIL present, primary screen, TRAIL potentiator project, ATPLite luminescence, uHTS | cell killing (% activity), % at 4 µM | 220,000 compounds, 0.41% hits | PPC-1 cells + TRAIL, ATPLite viability luminescence;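 active means cell killing above 50% in the first pass at 4 µM, then a duplicate retest at 5 µM averaging 50% or more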;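 further: plate controls were cells with TRAIL plus DMSO for no effect and medium-only wells lacking cells for full effect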
* marks the source's active call; other numbers are inactive results; . = not tested or not shown; & = joins results of further samples; ! = repeats disagree; [ ] = another dose, or the depositor's remark. A portion of the library (hit frequency here may not be typical).

SMILES	NPY Y1 blocker	14-3-3 Bad inh	zfTRPN1 agonist	EP2 mod	EP2 antag	TRPML3 agonist	NPY-Y1 PAM-ag	CHOP inh	PPC-1+TRAIL kill
Cc1ccc(OCCC(=O)NCCc2ccc(S(N)(=O)=O)cc2)cc1	5	-17[fluorescence artefact?]	0.3	1	12	0.7	-5	-7	-14
CCN(CC)S(=O)(=O)c1cccc(-c2nnc(SCc3nnc(-c4cccs4)o3)n2N)c1	2	-5	0.4	-29	6	0.3	0	-2	15
CC1(c2ccc3ccccc3c2)NC(=O)N(CC(=O)Nc2cccc(S(=O)(=O)N3CCOCC3)c2)C1=O (centres undefined)	1	2[fluorescence artefact?]	0.6	-24	10	0.4	10	4	34
O=C(NCCOc1ccccc1)c1ccccc1[N+](=O)[O-]	-1	-9	-0.7	8	7	0.7	-1	4	6
Cc1cc(S(=O)(=O)N(Cc2ccccc2Cl)c2ccc3c(c2)CCC3)ccc1-n1cnnn1	4	0	1.1	35	8	0.2	-16	-8	8
Cn1c(SCC(=O)NCc2ccccc2)nnc1-c1ccc(NC(=O)CCc2ccccc2)cc1	-4	15	1.1	-44	10	0.8	5	-12	37
Fc1ccc(NC(=S)N/N=C/c2ccc(F)c(F)c2)c(F)c1	2	12	-1.0	-25	3	0.1	-6	19	4
C=CCn1c(O)c(N=NC(=O)OC(C)(C)C)c2ccccc21	2	1	0.3	11	2	-0.7	-25	9	2
Cn1c(=S)[nH]c2ccccc21	12	0[fluorescence artefact?]	0.2	13	0	1.3	11	0	11
Cc1oc(C(=O)O)cc1COc1ccc2c(C)cc(=O)oc2c1	-2	65	0.2	18	12	0.6	-32	7	10
O=C(O)CSCC(=O)Nc1cccc2ccccc12	4	35	-0.2	20	9	0.5	7	2	17
O=S(=O)(c1ccccc1)N(C1=NCCS1)S(=O)(=O)c1ccccc1	11	0	0.8	-2	3	-0.4	10	12	-8
COc1ccccc1CNc1nc(SC)ncc1CO	10	-8[fluorescence artefact?]	0.8	29	5	0.9	6	12	16
O=C(CCCn1c(=O)[nH]c2cc(Cl)ccc2c1=O)NCCCN1CCCC1=O	1	6	-1.0	4	18	0.1	1	7	23
Cc1cc(C(F)(F)F)c2c(N)c(C(=O)Nc3cc(C)on3)sc2n1	19	0[fluorescence artefact?]	1.4	10	6	0.7	14	57	17
O=[N+]([O-])c1ccc(CSc2nnc3ccccn23)cc1	-1	-4	0.5	25	9	0.9	-8	-4	24
CCOC(=O)c1nnn(CC(=O)N2N=C(c3cc(C)ccc3C)CC2c2ccc(OC)cc2)c1C(=O)OCC (centres undefined)	11	1[fluorescence artefact?]	3.1	25	3	1.2	-32	-22	6
CC(C)(C)NC(=O)C(OC(=O)c1cccs1)c1ccc(F)cc1 (centres undefined)	-4	-3	-1.9	-15	7	-0.7	14	3	6
CC(C)Cc1nnc(NC(=O)CS(=O)(=O)Cc2ccccc2)s1	5	1	0.0	26	9	0.3	-14	-7	3
COc1cccc2cc(C(C)N(CCCN3CCOCC3)C(=S)Nc3ccccc3C)oc12 (centres undefined)	2	-19	1.0	-2	6	0.3	-34	15	18
O=C(NC(=O)c1ccc(F)cc1F)Nc1ccc(Cl)cc1	.	-3	2.2	-6	10	1.4	16	-7	5
CCOC(=O)c1csc(NC(=O)C2CCCCC2)n1	3	5	2.8	-13	11	0.8	12	26	-6
O=C(Nc1cccc(-c2nc3ccccc3s2)c1)c1cccs1	-7	-5[fluorescence artefact?]	-1.3	-62	7	0.7	2	36	0
O=C(c1ccc(O)cc1)c1ccc(Cl)cc1	-3	-6	-0.8	5	6	-1.1	8	83*	12
COc1ccc(N2C(=O)CC(c3ccccc3)C2=O)cc1 (centres undefined)	.	3	1.5	17	3	0.7	-15	6	-19
Following part:
SMILES	NPY Y1 blocker	14-3-3 Bad inh	zfTRPN1 agonist	EP2 mod	EP2 antag	TRPML3 agonist	NPY-Y1 PAM-ag	CHOP inh	PPC-1+TRAIL kill
CCc1ccc(N2CN(Cc3ccco3)CNC2=S)cc1	.	-4	-0.8	-6	5	0.5	15	-5	-8
Cc1nc2c(-c3ccccc3)c(C)[nH]n2c(=O)c1Cl	0	-14	-0.5	-32	.	-0.6	-10	39	10
CC(C)(C)c1ccc(C(=O)Nc2ccc(O)c3c(=O)cc(-c4cccc(Cl)c4)oc23)cc1	.	-4	.	-1	16	.	.	34	24
O=C(c1nn2c(C(F)(F)F)cc(-c3ccc(F)cc3)nc2c1Cl)N1CCOCC1	1	3	-2.2	-9	14	-0.5	-9	52	16
O=C(c1ccco1)N1CCN(C(c2cccs2)c2nnnn2C2CCCC2)CC1 (centres undefined)	8	1	0.3	-8	5	-0.3	-2	10	0
CCOC(=O)C1=C(C)NC(=O)NC1c1cc(Br)c(O)c(OC)c1 (centres undefined)	-3	0	0.9	5	16	-0.1	10	27	14
Brc1cc(Br)cc(CN2CCSCC2)c1	.	-1	1.5	10	3	1.1	7	20	4
Cc1csc2c(N3CCC(C(=O)O)CC3)ncnc12	.	4	1.6	13	7	0.7	-22	22	7
Cc1ccc(S(=O)(=O)c2nc(-c3ccccc3)oc2NCc2cccnc2)cc1	-9	0	-1.1	6	16	-0.9	5	28	-16
Cc1ccc(-n2nnnc2/C=C\Nc2cc(C)on2)cc1	4	4[fluorescence artefact?]	-0.4	-32	6	0.0	7	1	10
CCc1c(C(=O)N/N=C/c2ccsc2)csc1C	0	-1[fluorescence artefact?]	0.0	-20	11	0.5	0	3	24
CCCCc1cc(=O)oc2c(CN(C)C)c(O)ccc12	3	-6	-0.9	37	2	0.0	1	3	20
C/C=C/c1ccc(Oc2nnnn2-c2ccc(C(=O)O)cc2)c(OC)c1	-4	-5	0.4	-13	11	0.8	1	1	-3
C=CCSc1nc(-c2ccccc2)c(C#N)c(=O)[nH]1	6	9[fluorescence artefact?]	-0.4	49	29	0.0	6	18	16
Cc1ccc(NC(=O)CSc2nnnn2-c2ccc3c(c2)OCO3)cc1C	0	14[fluorescence artefact?]	0.7	-41&-26	11&11	1.2	3	92*	4
Cc1cccn2c(=O)c(/C=C(\C#N)C(=O)NCc3ccco3)c(N3CCC(C(N)=O)CC3)nc12	1	1	1.0	11	8	1.4	9	-13	10
C=CCN=C1S/C(=C/c2ccc([N+](=O)[O-])cc2)C(=O)N1CC=C	.	0	-0.7	3	1	0.2	-26	-11	-2
O=C(Nc1ccc(F)cc1)c1csc(Cc2ccccc2)n1	15	-6	5.7	-69	6	2.6	-28	-1	13
COc1cc(NC(=O)c2ccccn2)cc(OC)c1OC	0	-5	-0.3	-4	10	0.7	-9	-5	-6
COc1ccc(NC(=S)NNC(=O)c2cccs2)cc1	13	5	1.6	8	9	-0.2	-13	-14	14
CS(=O)(=O)N(CC(=O)N/N=C/c1cc2c(cc1Br)OCO2)c1ccccc1Br	3	-5	-2.1	-30	.	0.2	4	41	16
O=C(NCc1ccccc1)C1=C[C@H](C2CC2)C[C@H](OCc2ccc(CO)cc2)O1	2	-1	-2.8	11	5	-1.4	4	26	0
O=C(CN1CCC(C(=O)c2ccc(Cl)cc2)CC1)Nc1ccc2c(c1)OCCO2	10	-4	0.8	-29	5	0.3	-41	66	-26
O=C(CNc1ccc(Br)cc1)c1ccc(O)cc1	-1	-9	1.4	-81	9	0.9	-10	15	-28
CCN(CC)C(=O)Oc1ccc(Br)cc1C(=O)Nc1ccc(F)c(Cl)c1	.	-2	-3.9	30	10	-0.6	-26	-9	-1
New compounds follow:
SMILES	NPY Y1 blocker	14-3-3 Bad inh	zfTRPN1 agonist	EP2 mod	EP2 antag	TRPML3 agonist	NPY-Y1 PAM-ag	CHOP inh	PPC-1+TRAIL kill
O=c1c2ccccc2n2nnnc2n1-c1ccccc1	-3	0[fluorescence artefact?]	0.6	40	9	0.8	-1	-2	-3
O=C(NCc1ccc(F)cc1)N[C@@H](Cc1ccccc1)C(=O)O	0	8[fluorescence artefact?]	-0.3	7	3	0.5	19	-4	4
Cc1ccc(N(CCCCN2C(=O)c3ccccc3C2=O)C(=O)c2cccs2)cc1	4	-4	-0.3	47	13	0.2	-21	27	0
CC(C)c1ccc(C(=O)N2CCN(CCO)CC2)cc1	4	47[fluorescence artefact?]	1.2	14	8	0.3	12	10	-4
O=C(CSc1nc(N2CCCCC2)nc(N2CCCCC2)n1)N1CCN(c2ccccc2)CC1	1	1	-1.3	31	6	0.1	3	-4	10
CN(CP(=O)(O)C(O)c1ccccc1)S(C)(=O)=O (centres undefined)	0	57	0.4	-1	10	0.5	15	10	17
CC1CN(C(=O)c2cc(S(=O)(=O)N3CCCC3)c(Cl)cc2Cl)CC(C)O1 (centres undefined)	0	9	-0.2	23	5	0.6	-30	-2	-14
C=CCn1c(-c2cc(-c3ccccc3)sc2N)n[nH]c1=S	.	-3	-2.5	5	14	-0.3	14	-3	20
CCOC(=O)N1CCN(C(=O)c2cn(CC(C)C)c(=O)c3c2c2ccccc2n3C)CC1	6	6	1.0	-48	6	0.5	-25	-15	22
Cc1ccc(C(C)(C)C)c(OCCOCCN2CCCC2)c1	16	12[fluorescence artefact?]	-1.5	10	7	0.7	-28	14	18
O=C(NCc1ccco1)c1ccc(-c2ccccc2Cl)o1	8	-2	-2.5	-60&-49	60*!	-1.2	6	6	11
CCN(CC)S(=O)(=O)c1ccc(Cl)c(NC2=NCCCCC2)c1	9	-14	0.0	-6	6	0.0	-4	-3	17
COc1cccc2cc(C(=O)C3=C(O)C(=O)N(CCN4CCOCC4)C3c3cccs3)oc12 (centres undefined)	-7	.	-0.4	22	29	0.1	1	0	-6
Cc1ccc(S(=O)(=O)NCCC(=O)Nc2ccc(C)cc2C(=O)c2ccccc2)cc1	2	-2	-2.8	21	5	-1.4	24	25	-14
Cc1ccc(-c2csc3ncnc(NS(=O)(=O)c4ccc(Cl)cc4)c23)cc1	0	14	0.5	2	11	0.7	-7	-68	12
COCCN(CCOC)C(=O)Nc1ccc(Cl)cc1	-2	-4	1.6	-33	6	0.8	15	-3	21

From PubChem
